ERb coact inh – ER-beta (human) coactivator binding inhibition. AID 633. inhibition, % at 25.6 µM. Q92731. hit rate 1.3% among 86,000. TR-FRET ER-beta LBD / SRC1-Cy5 peptide binding; receptor agonist-loaded with 1 µM estradiol;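 active = compounds whose percent inhibition of the receptor-coactivator binding signal exceeds about 50% in the single-dose screen, limit read from the data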;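 also: 0% = receptor plus peptide wells without compound and 100% = peptide-only wells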
ERa coact pot – ER-alpha (human) coactivator binding potentiation. coactivator binding (% of control), % at 25.6 µM. hit rate 1.3% among 86,000. TR-FRET ERalpha-LBD/SRC-Cy5 coactivator binding, 2 h; 100 = basal binding, no effect. AID 639; in the data active = activity above about 200%;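 also: binding measured in presence of low estradiol as agonist stimulus; 0% = peptide alone without receptor and 100% = receptor with peptide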
sEH act – activators of human soluble epoxide hydrolase | P34913 | purified human sEH enzymatic activity, activator screen | activation, % at 2 µM | hit rate 0.04% among 91,000 | AID 717; in the data active = activation above about 37%; also: values of inactives mirror those of a sister screen read the other way
Target sequence (P34913 whole entry, looked up): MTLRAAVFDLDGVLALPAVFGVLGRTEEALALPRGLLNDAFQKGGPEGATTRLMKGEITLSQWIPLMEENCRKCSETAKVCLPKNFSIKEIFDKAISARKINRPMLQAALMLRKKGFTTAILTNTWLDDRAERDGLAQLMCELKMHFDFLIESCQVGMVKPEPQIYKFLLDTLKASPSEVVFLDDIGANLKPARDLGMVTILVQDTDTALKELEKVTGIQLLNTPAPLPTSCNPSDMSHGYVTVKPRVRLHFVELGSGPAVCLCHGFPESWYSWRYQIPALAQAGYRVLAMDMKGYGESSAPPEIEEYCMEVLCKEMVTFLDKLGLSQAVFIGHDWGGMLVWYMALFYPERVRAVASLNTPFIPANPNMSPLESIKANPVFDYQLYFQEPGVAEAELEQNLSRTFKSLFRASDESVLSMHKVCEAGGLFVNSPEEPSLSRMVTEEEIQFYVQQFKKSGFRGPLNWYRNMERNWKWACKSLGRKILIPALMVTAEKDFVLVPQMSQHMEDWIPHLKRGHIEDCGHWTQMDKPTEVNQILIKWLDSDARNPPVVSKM
Smad3 inh – inhibitors of human Smad3 transcription factor binding; P84022; hit rate 0.29% among 88,000; TR-FRET Smad3/Dy647-FoxH1 peptide binding, europium anti-His; inhibition, % at 25 µM;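 active = compounds that reduce the energy-transfer binding signal between the protein and its labelled peptide by more than half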;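 also: 0% = Smad3 plus labelled peptide maximal FRET and 100% = peptide-only background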
Target sequence (P84022 whole entry, looked up): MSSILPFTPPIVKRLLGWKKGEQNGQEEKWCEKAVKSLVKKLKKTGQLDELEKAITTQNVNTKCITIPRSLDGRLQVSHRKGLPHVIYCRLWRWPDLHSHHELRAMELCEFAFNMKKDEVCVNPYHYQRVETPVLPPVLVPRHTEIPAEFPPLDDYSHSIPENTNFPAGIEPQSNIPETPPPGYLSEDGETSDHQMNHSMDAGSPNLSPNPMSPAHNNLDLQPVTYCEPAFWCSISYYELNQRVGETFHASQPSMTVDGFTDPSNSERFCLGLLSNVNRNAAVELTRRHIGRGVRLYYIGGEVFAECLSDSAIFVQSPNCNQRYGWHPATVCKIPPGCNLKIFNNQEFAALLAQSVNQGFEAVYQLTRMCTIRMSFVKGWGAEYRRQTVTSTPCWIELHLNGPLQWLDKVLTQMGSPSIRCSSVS
Calb biofilm kill – kills Candida albicans biofilms | C. albicans biofilm + clotrimazole, Alamar Blue | inhibition, % at 6 µM | hit rate 0.14% among 85,000 | AID 834;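 active = inhibition above 20%; inactive = inhibition below 20%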;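 also: preformed 24 hr biofilms exposed to compound for 48 hr; 0% = biofilm without compound and 100% = blank killed by clotrimazole plus chlorhexidine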
Lung fibro prol – blocks proliferation of human lung fibroblasts; LL 47 human lung fibroblast viability, ATP luminescence; hits give low values; viability, % at 10 µM; hit rate 1.1% among 85,000;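 active = viability at or below 50% in the single dose screen; inactive = viability above 50%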;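 also: compound exposure lasted 72 h before the ATP readout; 100% = median luminescence of untreated cell-only wells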
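Benchmarks: Cell-only wells, no compound | Test system: LL 47 human lung fibroblasts, passage 12 or lower | Input: 1,150 cells/well | Measured by: CellTiter-Glo luminescence measuring cellular ATP | Medium: IMEM, 15% FBS supplement | Schedule: Overnight attachment after seeding, then 72 h compound exposure at 37 °C | Doses: Compound addition at 0.1% DMSO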
ERa coact inh – blocks coactivator binding to human estrogen receptor alpha; P03372; TR-FRET ER-alpha LBD / SRC-1 peptide, estradiol-bound; inhibition, % at 25.6 µM; hit rate 1.7% among 86,000; in the data active = inhibition above about 50%;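 also: 0% = receptor plus peptide control and 100% = peptide only without receptor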
HUVEC prolif 384 – human endothelial cell proliferation inhibition. HUVEC proliferation, CellTiter-Glo luminescence, 72 h; hits give low values. viability, % at 10 µM (by protocol). AID 648. hit rate 1.1% among 86,000;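 active = viability at or below 30%; inactive = viability above 30%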;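 also: 100% = median luminescence of DMSO-only cell control wells on each plate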
H69AR inhibit – growth inhibitors of human H69AR lung tumor cells; H69AR lung tumor viability, ATP luminescence, 72 h; hits give low values; viability, % at 10 µM; hit rate 6% among 85,000;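 active = viability at or below 40%; inactive = viability above 40%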;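 also: multidrug resistant small cell line overexpressing MRP-1 efflux transporter; 100% = mean luminescence of untreated control wells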
* = called active by the depositor; . = no result given; [ ] = remark or other dose.

SMILES | ERb coact inh | ERa coact pot | sEH act | Smad3 inh | Calb biofilm kill | Lung fibro prol | ERa coact inh | HUVEC prolif 384 | H69AR inhibit
Cc1ccccc1CSc1nnc(-c2cccs2)n1Cc1ccco1 | -0.7 | 77.6 | -1.4 | 19.3 | 2.6 | 91.5 | 9.7 | 106.2 | 92.0
OCCN(CCO)c1ncnc2c1sc1nc(N3CCOCC3)c3c(c12)CCCC3 | 6.1 | 107.4 | 14.9 | 5.7 | -1.2 | 87.7 | 3.2 | 77.5 | 72.4
O=S(=O)(CCN(CCS(=O)(=O)C(F)(F)F)CC1CCCO1)C(F)(F)F (stereo not drawn) | -1.7 | 75.1 | -2.0 | -6.9 | 11.0 | 44.1* | 5.5[fluorescence artefact?] | 93.3 | 98.0
Fc1cc2ncn(Cc3ccccc3)c2cc1F | -6.9 | 116.0 | 8.6 | 11.1[fluorescence artefact?] | 9.2 | 96.3 | 0.1 | 92.3 | 87.5
Cc1ccc(-c2csc3ncnc(N4CCN(C(=O)c5ccccc5)CC4)c23)cc1 | 17.5 | 76.9 | 4.0 | -4.4 | 2.6 | 73.7 | 19.2 | 58.9 | 22.2*
Cn1cc(CCC(=O)NCc2ccc3c(c2)OCO3)c2ccccc21 | -0.9 | 101.6 | -8.8 | -7.4 | -1.1 | 98.9 | -4.4 | 91.2 | 78.4
CCOC(=O)c1cn(CC)c2cc(N3CCSCC3)c(F)cc2c1=O | -2.2 | 107.2 | 3.8 | 15.5 | 4.1 | 99.7 | -2.3 | 108.8 | 68.2
CCCC(c1nnnn1C(C)(C)CC)N(Cc1ccco1)Cc1cc2ccc(OC)cc2[nH]c1=O (stereo not drawn) | 8.6 | 80.4 | 0.9 | 14.1 | 6.4 | 85.7 | 8.6 | 75.8 | 100.2
COc1ccc(C(=O)Nc2nnc(C(F)(F)F)s2)cc1 | -1.3 | 118.6 | -13.5 | 3.0 | 5.6 | 96.1 | 11.5 | 89.6 | 92.3
Cc1cc(C(=O)NCc2cccs2)cs1 | -4.1 | 123.4 | -3.2 | 2.4 | 5.8 | 107.3 | 1.4 | 86.6 | 104.8
Cc1ccc(NC(=O)c2nnn(-c3cc(C)cc(C)c3)c2N)cc1 | -7.2 | 118.9 | 0.9 | 5.0 | -4.6 | . | 21.5 | 112.3 | 84.4
CN(C(=O)Nc1ccccc1)C1CCS(=O)(=O)C1 (stereo not drawn) | -8.4[fluorescence artefact?] | 116.8[fluorescence artefact?] | 1.3 | 2.0 | 9.7 | 114.2 | -11.5 | 91.7 | 89.5
CN(C)/C=C(/C#N)C(=O)c1cccc(Oc2ccc(C(C)(C)C)cc2)c1 | 3.8 | 64.7[fluorescence artefact?] | -6.0 | -6.4 | 3.6 | 98.3 | 12.1 | 61.9 | 78.0
COc1ccc(C(=O)N2CCN(c3nc4cc(C)ccc4cc3C#N)CC2)c(OC)c1 | -3.3 | 100.9[fluorescence artefact?] | -8.6 | -8.6 | 11.1 | 91.1 | -4.2 | 76.6 | 77.5
CCN(CC)S(=O)(=O)c1cccc(C(=O)NCCc2ccccc2)c1 | 3.1 | 89.4 | -81.2 | -0.8 | 5.5 | 114.2 | 5.7 | 87.8 | 86.5
COc1ccc(C2CC(=O)N3CN(c4ccc(C)c(Cl)c4)CSC3=C2C#N)cc1OC (stereo not drawn) | -7.7 | 115.8 | 9.0 | 6.5 | 2.7 | 95.8 | -12.8 | 98.3 | 101.5
CCCC(=O)Nc1c2c(nn1-c1ccc(OC)cc1)CS(=O)C2 (stereo not drawn) | 0.0[fluorescence artefact?] | 115.4[fluorescence artefact?] | -0.4 | 3.8 | 4.4 | 103.6 | -0.8 | 101.0 | 97.7
CSc1ncccc1C(=O)OCc1ccccc1 | -0.7 | 102.5 | 8.0 | -0.5 | 8.6 | 99.1 | -6.3 | 102.4 | 105.3
COc1ccc(-c2cn3cc(Cl)ccc3n2)cc1OC | -2.5 | 103.9 | -2.8 | -0.5 | 2.7 | 94.4 | 0.3 | 85.7 | 66.6
CCOC(=O)CCc1c(C)nc2cc(C3CCCN(C(=O)OC(C)(C)C)C3)[nH]n2c1=O (stereo not drawn) | 0.0 | 95.5 | 0.3 | 7.8 | 2.7 | 99.2 | 6.1 | 82.7 | 53.3

Overlap with the part before: three compounds, followed by the next part.
SMILES | ERb coact inh | ERa coact pot | sEH act | Smad3 inh | Calb biofilm kill | Lung fibro prol | ERa coact inh | HUVEC prolif 384 | H69AR inhibit
CSc1ncccc1C(=O)OCc1ccccc1 | -0.7 | 102.5 | 8.0 | -0.5 | 8.6 | 99.1 | -6.3 | 102.4 | 105.3
COc1ccc(-c2cn3cc(Cl)ccc3n2)cc1OC | -2.5 | 103.9 | -2.8 | -0.5 | 2.7 | 94.4 | 0.3 | 85.7 | 66.6
CCOC(=O)CCc1c(C)nc2cc(C3CCCN(C(=O)OC(C)(C)C)C3)[nH]n2c1=O (stereo not drawn) | 0.0 | 95.5 | 0.3 | 7.8 | 2.7 | 99.2 | 6.1 | 82.7 | 53.3
CCCS(=O)(=O)N1CCCC(C(=O)NCCCOCC)C1 (stereo not drawn) | -16.6[fluorescence artefact?] | 105.9 | -12.4 | 4.1 | 5.1 | 103.8 | -20.6 | 85.8 | 105.3
CCOC(=O)Cc1c[nH]c2ccccc12 | -6.0[fluorescence artefact?] | 110.3 | -8.2 | -3.7 | 7.4 | 83.7 | 2.4[fluorescence artefact?] | 80.0 | 89.8
CCN(C(=O)c1sc(N)c(C#N)c1C)C1CCCCC1 | -30.6 | 112.3 | . | 2.1 | 6.5 | 88.7 | -27.0 | 93.4 | 89.0
CCCOC(=O)C1=C(C)NC2=C(C(=O)CCC2)C1c1ccc(N(C)C)cc1 (stereo not drawn) | -13.7 | 105.8 | -1.0 | -0.1 | 4.3 | 94.5 | -8.5 | 86.0 | 93.9
CCC(=O)Nc1cc(-c2nn3c(C)nnc3s2)ccc1C | 4.8 | 100.5 | 14.6 | 5.4 | 4.8 | 114.9 | 6.4 | 98.6 | 88.3
CCn1nnc(-c2ccccc2NC(=O)c2ccc(-n3cnnn3)cc2)n1 | 5.3[fluorescence artefact?] | 145.3[fluorescence artefact?] | -3.0 | 3.8[fluorescence artefact?] | 8.6 | 98.6 | 18.2[fluorescence artefact?] | 77.0 | 81.7
CCOc1ccc(N2C(=O)CC(Sc3nc(C)cc(C)n3)C2=O)cc1 (stereo not drawn) | -6.7 | 100.9 | 7.0 | 0.6 | . | 91.8 | 0.1 | 106.2 | 95.8
COc1ccc(CC(=O)N2CCN(C(=O)Cc3ccc(OC)cc3)CC2)cc1 | -5.4 | 120.4 | 7.0 | 4.8 | 2.2 | 96.7 | -6.8 | 104.3 | 94.0
Cc1nc2ccc(NC(=O)N(C(C)C)C(C)C)cc2s1 | -8.2 | 109.7 | 14.0 | 14.3 | -3.1 | 104.6 | 0.6[fluorescence artefact?] | 87.6 | 85.4
O=C(c1ccc(Cl)nc1)N1CCc2ccccc2C1 | -0.1 | 99.8 | 21.5 | -10.9 | 4.4 | 97.5 | -10.1 | 98.2 | 91.3
Cc1ccc(S(=O)(=O)CC2CSc3nnc(C)c(=O)n32)cc1 (stereo not drawn) | -3.6 | 109.6 | -1.2 | 8.2[fluorescence artefact?] | 5.7 | 101.3 | -1.7 | 98.1 | 107.8
COCCNC(=O)CN(C(=O)CCC(=O)Nc1ccccn1)c1ccc(F)cc1 | 12.7 | 98.0 | 7.3 | -3.8 | 10.7 | 97.7 | 17.7 | 96.2 | 101.5
O=C1CC(N2CCN(c3nc4ccccc4s3)CC2)C(=O)N1c1ccc(F)cc1 (stereo not drawn) | 5.0 | 91.4 | -18.7 | -18.7 | -2.9 | 106.8 | 0.1 | 92.0 | 118.1
CCCCn1cnc2c1c(=O)n(C)c(=O)n2C | 13.4[fluorescence artefact?] | 91.1 | 9.3 | -11.3 | 4.0 | 106.8 | -4.2 | 92.3 | 91.2
Cc1nc([N+](=O)[O-])c(N2CCN(C)CC2)n1Cc1ccccc1 | -16.5 | 104.0 | -4.0 | 6.3 | 4.6 | 100.2 | -13.6 | 98.9 | 100.5
COc1ccc(NCC(=O)Nc2ccc(Cl)cc2C)c(OC)c1 | 10.7[fluorescence artefact?] | 101.3 | -4.3 | 2.1 | 4.5 | 98.6 | -1.5[fluorescence artefact?] | 66.2 | 90.0
O=C(CSC1=Nc2ccccc2C2=NC(CC(=O)NCc3ccco3)C(=O)N12)NCC1CCCO1 (stereo not drawn) | 13.2 | 96.5 | -5.3 | 9.9 | 6.8 | 100.1 | 9.8 | 96.0 | 83.1
O=C(CCN1C(=O)c2ccccc2C1=O)Oc1ccc2ccccc2c1 | -5.0 | 156.3[fluorescence artefact?] | 17.5 | -17.9 | 1.9 | 101.9 | 4.5 | 93.2 | 92.6
Cc1nccn1-c1ccc(C(F)(F)F)cc1NC=O | -2.5 | 110.8 | 8.1 | 1.2 | 4.7 | 93.6 | -5.7 | 94.4 | 104.0
O=C(NC1CCN(Cc2ccccc2)CC1)C1COc2ccccc2O1 (stereo not drawn) | -8.8 | 104.8 | -1.5 | -9.4 | 1.0 | 96.5 | -3.9 | 89.3 | 89.1
CCC(C)(C(=O)NC1CCCC1)N(C(=O)CC1NC(=O)NC1=O)c1ccc(C)cc1 (stereo not drawn) | -13.6 | 110.1 | 5.6 | 10.3 | 12.9 | 92.3 | -2.1 | 98.5 | 84.5
Cc1cc(Cl)ccc1OCc1nc(-c2ccc(O)cc2)n[nH]1 | -16.0 | 100.7 | -0.7 | 10.4[fluorescence artefact?] | 1.2 | 111.0 | -14.0 | 72.4 | 22.0*
O=C(CN1C(=O)CCSc2ccccc21)Nc1ccc2c(c1)OCO2 | -19.1 | 106.9 | . | -8.9 | -1.2 | 100.3 | -18.3 | 91.6 | 85.1
Cc1ccc(OCCn2cnc3c(N)ncnc32)cc1 | 0.3 | 94.0 | 5.2 | -17.7 | 3.3 | 98.5 | -8.9 | 92.8 | 97.8
CCCCn1nnnc1NCc1ccc(N2CCCC2)cc1 | -2.9 | 111.7[fluorescence artefact?] | -8.4 | 10.2 | 7.0 | 95.9 | -3.7 | 105.7 | 90.3
COc1ccc(C)cc1NC(=O)CSc1nnc(-c2ccc(OC)c(OC)c2)n1N | 1.3[fluorescence artefact?] | 88.5 | -0.1 | 3.5 | 4.9 | 90.8 | 3.6[fluorescence artefact?] | 75.2 | 89.6
CS(=O)(=O)N1CCc2ccccc2C1 | -29.6 | 108.7 | -0.8 | 3.5 | 4.6 | 92.5 | -20.9 | 88.6 | 89.0
Cc1ccc(C(=O)NCC(=O)OCC(=O)c2c(N)n(C)c(=O)n(C)c2=O)s1 | 50.0* | 64.0[fluorescence artefact?] | -8.4 | 3.7 | 2.8 | 93.0 | 52.6* | 102.8 | 102.5
Cc1ccc(C(=O)c2coc3c2C(=O)C(=O)c2ccccc2-3)cc1 | -3.3 | 89.0[fluorescence artefact?] | -21.2 | 7.3 | 3.3 | 47.0* | -13.7[fluorescence artefact?] | 3.5* | 1.8*
COCC(C)N=CC1=C(O)CC(C)(C)CC1=O (stereo not drawn) | -2.4 | 103.3 | -6.0 | 1.7 | 3.8 | . | -2.8[fluorescence artefact?] | 96.4 | 98.2
O=c1cc(CN2CCN(Cc3ccccc3)CC2)c2cc(Cl)ccc2o1 | 60.0*[fluorescence artefact?] | 84.9[fluorescence artefact?] | 1.6 | 3.9 | 3.3 | 95.7 | 6.9 | 98.0 | 104.8

Compound activity deposited in PubChem by several laboratories.

Only part of the results is shown; count on the stated rates, not on these rows.
